Assay outcomes as filed in PubChem.
RAD52 anneal inh: RAD52 DNA annealing inhibitors, primary screen, biochemical, FRET, single point, set 2; DNA repair protein RAD52 homolog (Homo sapiens), P43351; recombinant RAD52 DNA annealing, FRET fluorescence; inhibition, % at 18.7 µM; 360,000 tested, 0.46% active; AID 651710, 2012;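 active means every replicate showing at least 50% inhibition; inconclusive means mean inhibition at least 50% but not in every replicate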
Casp6 inh: human caspase-6 inhibitors, primary screen, biochemical, VEID-R110 fluorescence, single point, set 2; purified caspase-6, Z-VEID-R110 cleavage fluorescence; 350,000 tested, 0.53% active; AID 686996, 2013; inhibition, % at 12.5 µM; P55212;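 active means mean inhibition across replicates at least about 35%, with every replicate also reaching that limit, limit read from the data; inconclusive means only one of the two criteria met; inactive means neither criterion met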;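 further: 0% = median of neutral control wells and 100% = no fluorescence left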
Target sequence (P55212 24-179 limits assumed): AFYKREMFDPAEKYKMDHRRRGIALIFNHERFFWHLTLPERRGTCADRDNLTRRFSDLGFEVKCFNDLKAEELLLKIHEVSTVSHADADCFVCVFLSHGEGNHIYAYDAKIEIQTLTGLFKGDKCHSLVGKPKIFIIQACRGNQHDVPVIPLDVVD
Target sequence (P55212 194-293 limits assumed): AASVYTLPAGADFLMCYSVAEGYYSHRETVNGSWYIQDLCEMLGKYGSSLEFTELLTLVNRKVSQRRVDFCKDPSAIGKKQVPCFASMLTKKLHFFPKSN
F508del corr: F508del CFTR correction, initial screen, CFBE line, single point | CFBE cells, YFP halide quenching; stimulated with forskolin plus potentiator P3; % fluorescence drop versus neutral controls | activity (quench increase), % at 7.58 µM | 350,000 tested, 0.36% active;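 active means mean added fluorescence quench of at least 8% versus neutral control, with both replicates also reaching 8%; inconclusive means only one of the mean or replicate conditions met; inactive means mean below 8% and not both replicates reaching 8%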;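 further: cells transiently co-express mutant CFTR-F508del with the halide-sensitive YFP; corrector assay measuring rescue of mutant channel to the surface after 24 h compound exposure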
RAD54 inh: inhibitors of human RAD54 branch migration, primary screen, biochemical, fluorescence, single point. DNA repair and recombination protein RAD54-like (Homo sapiens), Q92698. RAD54 Holliday junction branch migration, FAM/BHQ fluorescence. inhibition, % at 10.4 µM. 360,000 tested, 0.14% active;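 active means mean normalized replicate activity at least 40 and at least half of replicates scoring 40 or more; inconclusive means only one of the two criteria met; inactive means mean below 40 and under half of replicates reaching 40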;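 further: 0% = median of neutral control wells and 100% = median of positive control wells; inhibitors cause a drop in the FAM fluorescence signal; in these data hits start at about 50%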
E-sel inducer: E-selectin induction in HUVECs, primary screen, imaging, HUVEC, immunofluorescence imaging, single point. 260,000 tested, 0.37% active. activation, % at 7.58 µM. P16581. normalized: neutral wells 0, TNF-alpha wells 100;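 active means mean E-selectin-positive cell signal at least 10% of the positive control, reached in at least 60% of replicates, without over 20% cell loss; inconclusive means no rule given, readout overlaps actives, possibly toxicity-flagged; inactive means the rest, including those meeting only one limit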;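 further: in these data hits start at about 27%; measured in HUVEC primary endothelial cells; signal is the percent of cells scored E-selectin positive by PE staining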
Target sequence (P16581 whole entry, looked up): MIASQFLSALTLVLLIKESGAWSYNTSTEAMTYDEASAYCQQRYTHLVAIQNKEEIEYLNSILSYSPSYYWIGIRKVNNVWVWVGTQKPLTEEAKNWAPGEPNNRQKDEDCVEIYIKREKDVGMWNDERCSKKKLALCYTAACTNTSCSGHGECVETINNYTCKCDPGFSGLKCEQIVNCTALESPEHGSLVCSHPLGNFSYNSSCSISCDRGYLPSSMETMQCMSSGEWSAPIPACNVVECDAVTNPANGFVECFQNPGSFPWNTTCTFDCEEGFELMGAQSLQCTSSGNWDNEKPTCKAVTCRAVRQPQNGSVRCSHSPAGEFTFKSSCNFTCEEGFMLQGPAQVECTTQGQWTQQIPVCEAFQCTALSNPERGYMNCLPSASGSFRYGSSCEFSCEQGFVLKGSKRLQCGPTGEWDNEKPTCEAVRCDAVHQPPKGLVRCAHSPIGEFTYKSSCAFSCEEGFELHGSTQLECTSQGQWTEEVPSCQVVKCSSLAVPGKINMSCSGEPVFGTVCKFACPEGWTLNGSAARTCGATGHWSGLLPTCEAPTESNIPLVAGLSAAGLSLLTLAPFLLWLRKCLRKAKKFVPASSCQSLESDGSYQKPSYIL
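Assay system: HUVEC, human umbilical vein endothelial cells / Amount: 3,000 HUVEC/well / Controls: TNF-alpha positive control, DMSO neutral control / Compound dosing: single concentration / Medium: EGM-2 over gelatin coat / Evaluation: percent E-selectin-positive cells / Signal: immunofluorescence imaging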
GSIS activator: GLuc luminescence reporter in INS-1E cells, primary screen for activators of glucose-dependent secretion of insulin | activation, % at 16.6 µM | AID 743287, 2014 | 370,000 tested, 0.61% active | INS-1E GLuc reporter insulin secretion, 2-3 h;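 active means lowest replicate activation of at least 40%, so every replicate reaches that level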;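 further: 0% = median of neutral control wells and 100% = median of IBMX positive control wells; some compounds called inactive have numbers as strong as hits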
XiGFP reactiv: activators of inactive X chromosome reactivation, primary screen, imaging, XiGFP fibroblasts, GFP high-content imaging, set 2 | XiGFP mouse fibroblasts, % GFP-positive cells imaging, 3 d; cells co-treated with 5-aza-dC sensitizer; scaled so ellipticine positive control = 100% | activation, % at 7.58 µM | 360,000 tested, 0.055% active | AID 743238, 2013;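 active means mean normalized replicate activation at least 10% and every replicate at or above 10%; inconclusive means only one of the two criteria met; inactive means mean below 10% and not all replicates reach 10%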;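 further: 0% = median of on-plate neutral control wells and 100% = ellipticine 6 µM median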
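material = 68-5-11 XiGFP fibroblast line | medium = DMEM plus 5-aza-dC sensitizer | schedule = 3 days compound exposure | benchmarks = positive control ellipticine, 6 µM final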
DENV2 CPE: inhibitors of DENV2 cytopathic effect, primary screen, cell-based, plate reader, single concentration | AID 651640, 2012 | DENV2-infected cells, cytopathic effect rescue | 350,000 tested, 1.7% active | CPE inhibition, % at 9.99 µM; in the data active means CPE inhibition above about 20%, passing the limit was not always enough; inconclusive means no clear call, values can overlap the other calls; tested in BHK-21 cells;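 further: 0% = median of neutral control wells and 100% = median of positive control wells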
Active calls of the source: *; & = joins results of further samples.

Results for CNC[C@@H]1Oc2cc(-c3ccc(C(=O)N(C)C)cc3)ccc2S(=O)(=O)N([C@@H](C)CO)C[C@H]1C ?
RAD52 anneal inh: 4; Casp6 inh: 0; F508del corr: -3.5; RAD54 inh: -6; E-sel inducer: 0.0; GSIS activator: 13; XiGFP reactiv: 0.0; DENV2 CPE: 12

Results for CN(C)C(=O)C[C@@H]1CC[C@@H]2[C@H](COC[C@H](O)CN2C(=O)c2ccncc2)O1 ?
RAD52 anneal inh: 70*; Casp6 inh: 1; F508del corr: -1.9; RAD54 inh: 2; E-sel inducer: 0.0; GSIS activator: 14; XiGFP reactiv: 0.2; DENV2 CPE: 1

Results for CN(CC(=O)Nc1ccc(F)cc1)C(=O)COc1ccc([N+](=O)[O-])cc1Cl ?
RAD52 anneal inh: -7; Casp6 inh: -4; F508del corr: -2.0; RAD54 inh: -3; E-sel inducer: 2.5; GSIS activator: -4; XiGFP reactiv: -0.1; DENV2 CPE: 1

Results for Cn1ccnc1C1CCCCN1Cc1nc(-c2ccc3c(c2)OCO3)no1 (centres undefined) ?
RAD52 anneal inh: 0; Casp6 inh: -1; F508del corr: -0.2; E-sel inducer: -0.1; GSIS activator: 29; XiGFP reactiv: 0.0; DENV2 CPE: 4

How did Cc1cccc(C)c1NC(=O)C(CCc1ccccc1)N1CCN(CCN(C)C)CC1 (centres undefined) do in these assays?
RAD52 anneal inh: 3; Casp6 inh: -34; F508del corr: 1.9; E-sel inducer: 0.4; GSIS activator: 0; XiGFP reactiv: 0.7; DENV2 CPE: -10

What do the screens show for `COc1cccc(-c2nn(-c3ccc(C)cc3)cc2C(=O)N2CCc3cc(OC)c(OC)cc3C2)c1`?
RAD52 anneal inh: -17; Casp6 inh: 7; F508del corr: 7.5; RAD54 inh: 4; E-sel inducer: 3.2; GSIS activator: -5; XiGFP reactiv: 0.0; DENV2 CPE: 8

How did CO[C@@H]1CN(C)C(=O)c2ccc(NC(=O)NC(C)C)cc2OC[C@H](C)N(Cc2ccccc2)C[C@H]1C do in these assays?
RAD52 anneal inh: 4; F508del corr: -0.6; RAD54 inh: 4; E-sel inducer: 0.1; GSIS activator: -26; XiGFP reactiv: 0.2; DENV2 CPE: 11

How did COc1cc2c(cc1OC)C(C)=NC1(CCCCC1)C2 do in these assays?
RAD52 anneal inh: -20; Casp6 inh: 0; F508del corr: 0.2; RAD54 inh: 0; E-sel inducer: -0.1; GSIS activator: -1; XiGFP reactiv: 0.0; DENV2 CPE: 0

What do the screens show for `C[C@@H]1CN([C@H](C)CO)C(=O)c2cc(-c3ccncc3)cnc2O[C@@H]1CN(C)S(=O)(=O)c1ccc(F)cc1`?
RAD52 anneal inh: -8; Casp6 inh: -1; F508del corr: 0.8; RAD54 inh: -12; E-sel inducer: 0.0; GSIS activator: 9; XiGFP reactiv: -1.8; DENV2 CPE: 1

Results for CCN1CCN(S(=O)(=O)c2ccc(OC)c3ccccc23)CC1 ?
RAD52 anneal inh: -3; Casp6 inh: -2; F508del corr: 2.2; RAD54 inh: -1; GSIS activator: 0; XiGFP reactiv: 0.7; DENV2 CPE: -3

How did C[C@H]1CCCCO[C@@H](CN(C)CC2CCCCC2)[C@@H](C)CN([C@@H](C)CO)C(=O)c2cc(NS(=O)(=O)c3ccc(F)cc3)ccc2O1 do in these assays?
RAD52 anneal inh: 38; Casp6 inh: 2; F508del corr: 2.2; RAD54 inh: -6; E-sel inducer: 0.2; GSIS activator: -10; XiGFP reactiv: 0.2; DENV2 CPE: 10

How did O=C(COC(=O)c1n[nH]c(=O)c2ccccc12)NC1CCCCC1 do in these assays?
RAD52 anneal inh: -1; Casp6 inh: 1; F508del corr: 1.9; RAD54 inh: 4; E-sel inducer: -2.2; GSIS activator: 1; XiGFP reactiv: 0.1; DENV2 CPE: 3

How did COc1ccccc1S(=O)(=O)N1[C@@H]2CNC[C@H]1[C@H]2c1ccc(-c2ccccc2C)cc1 do in these assays?
RAD52 anneal inh: 32; Casp6 inh: -1; F508del corr: -2.2; E-sel inducer: 0.1; GSIS activator: -20; XiGFP reactiv: 0.1; DENV2 CPE: 1

Results for C[C@H]1CCCCO[C@@H](CN(C)S(=O)(=O)c2ccc(Cl)cc2)[C@@H](C)CN([C@@H](C)CO)C(=O)c2cc(NS(=O)(=O)c3ccccc3)ccc2O1 ?
RAD52 anneal inh: -5; Casp6 inh: -3&1; F508del corr: 4.1&-3.6; RAD54 inh: -2; E-sel inducer: -5.4; GSIS activator: 3&-4; XiGFP reactiv: 0.1&0.0; DENV2 CPE: 0&-6

What do the screens show for `O=C(c1ccc(S(=O)(=O)Nc2ccccc2Cl)cc1)N1CCOCC1`?
RAD52 anneal inh: -17; Casp6 inh: -1; F508del corr: -4.6; RAD54 inh: -5; E-sel inducer: -0.1; GSIS activator: 20; XiGFP reactiv: 0.1

Results for O=C1CN(S(=O)(=O)Cc2ccccc2)C[C@H]2[C@@H](c3ccc(C#Cc4ccc(F)cc4)cc3)[C@@H](CO)N12 ?
RAD52 anneal inh: -8; Casp6 inh: -2; F508del corr: 2.3; E-sel inducer: -0.7; GSIS activator: -7; XiGFP reactiv: 0.0; DENV2 CPE: 2

How did CC(C)(C)NC(=O)NC(=O)COC(=O)c1cccc(NS(=O)(=O)c2ccc(F)c(F)c2)c1 do in these assays?
RAD52 anneal inh: -27; Casp6 inh: 3; GSIS activator: -19; XiGFP reactiv: -0.1; DENV2 CPE: 1

What do the screens show for `COc1ccc(/C=C/C(=O)c2ccc([N+](=O)[O-])o2)cc1`?
RAD52 anneal inh: -13; Casp6 inh: 2; F508del corr: 0.5; RAD54 inh: 3; E-sel inducer: -0.3; GSIS activator: -17; XiGFP reactiv: 0.0

What do the screens show for `O=C(O)c1cccc(Cn2c(Cl)c(/C=N/NC(=O)c3ccco3)sc2=O)c1`?
RAD52 anneal inh: -5; Casp6 inh: 0; F508del corr: -2.6; RAD54 inh: -8; GSIS activator: 6; XiGFP reactiv: 0.0; DENV2 CPE: 0

Results for Cn1nc(NC(=O)C(F)(F)F)c2ncc(-c3ccccc3)nc21 ?
RAD52 anneal inh: -2; Casp6 inh: -1; RAD54 inh: -5; XiGFP reactiv: 0.0; DENV2 CPE: 2

How did O=C(Nc1nccs1)C1CCN(S(=O)(=O)c2ccc(F)cc2)CC1 do in these assays?
RAD52 anneal inh: -20; Casp6 inh: 0; F508del corr: -1.1; RAD54 inh: 3; GSIS activator: 32; XiGFP reactiv: 0.1; DENV2 CPE: -4

What do the screens show for `CS(=O)(=O)c1ccc(CNC(=O)C2(C(F)(F)F)C/C(=C/CCO)CCCO2)cc1` (centres undefined)?
RAD52 anneal inh: -15; Casp6 inh: 0; F508del corr: -3.7; RAD54 inh: -12; E-sel inducer: -0.1; GSIS activator: 1; XiGFP reactiv: 0.1; DENV2 CPE: 0

Results for CCCCn1c(NCc2ccc(OC)cc2O)nc2ccccc21 ?
RAD52 anneal inh: -2; Casp6 inh: -3; F508del corr: 0.5; RAD54 inh: 3; E-sel inducer: inconclusive; GSIS activator: 6; XiGFP reactiv: 0.0; DENV2 CPE: -9

What do the screens show for `CCOc1ccc(S(=O)(=O)NC(C)C)cc1C(N)=O`?
RAD52 anneal inh: -8; F508del corr: -0.9; GSIS activator: 10; XiGFP reactiv: 0.0; DENV2 CPE: -1

Results for COc1ccc(CNC(=O)C[C@H]2CC[C@@H](NC(=O)Nc3ccc4c(c3)OCO4)[C@@H](CO)O2)cc1 ?
RAD52 anneal inh: -1; Casp6 inh: 0; F508del corr: 1.5; RAD54 inh: -1; E-sel inducer: -0.2; GSIS activator: -25; XiGFP reactiv: -0.2; DENV2 CPE: -7

What do the screens show for `Cc1ccc(S(=O)(=O)N[C@@H]2CC[C@@H](CCn3cc(-c4cccc(F)c4)nn3)O[C@H]2CO)cc1`?
RAD52 anneal inh: 4; Casp6 inh: -1; F508del corr: -2.1; RAD54 inh: 6; E-sel inducer: -0.2; GSIS activator: -16; XiGFP reactiv: -0.3; DENV2 CPE: -1

What do the screens show for `CC(C)[C@@H](NC(=O)OC(C)(C)C)c1cc(C(=O)c2c(-c3ccccc3)[nH]c3ccccc23)c(N)s1`?
RAD52 anneal inh: -24; Casp6 inh: -4; F508del corr: -4.3; E-sel inducer: 1.7; GSIS activator: -15; XiGFP reactiv: 0.0; DENV2 CPE: -11

How did CN1C(=O)c2cc(NC(=O)C3CCC3)ccc2OC[C@H]2O[C@@H](CC(=O)NCc3ccccc3F)CC[C@H]21 do in these assays?
RAD52 anneal inh: 5; Casp6 inh: 1; F508del corr: -1.5; E-sel inducer: 0.1; GSIS activator: -14; XiGFP reactiv: 0.2; DENV2 CPE: 17

What do the screens show for `Cc1ccc(Nc2nc(C)nc3c2oc2ccccc23)cc1`?
RAD52 anneal inh: -20; Casp6 inh: 3; F508del corr: -0.3; E-sel inducer: 7.6; XiGFP reactiv: 0.0; DENV2 CPE: 3

How did O=[N+]([O-])c1ccc(C=CC=Cc2ccccc2)cc1 do in these assays?
RAD52 anneal inh: -9; Casp6 inh: 0; F508del corr: -2.5; RAD54 inh: -11; GSIS activator: -11; XiGFP reactiv: -0.1; DENV2 CPE: -1

What do the screens show for `CCn1c2ccccc2c2cc(NC(=O)N3CCCCC3)ccc21`?
RAD52 anneal inh: -21; Casp6 inh: 0; F508del corr: -2.6; RAD54 inh: 3; E-sel inducer: 0.7; XiGFP reactiv: -0.1; DENV2 CPE: 0

Results for O=C(Nc1cccc(C(F)(F)F)c1)C1Cc2c(-c3ccccc3Oc3ccccc3)ccnc2O1 (centres undefined) ?
RAD52 anneal inh: -21; Casp6 inh: -2; F508del corr: -3.1; RAD54 inh: 5; E-sel inducer: 0.1; GSIS activator: -25; XiGFP reactiv: 0.1; DENV2 CPE: -6

What do the screens show for `CCOC(=O)N1CCN(C(=O)CSc2ccc3nnc(CCNC(=O)c4ccccc4)n3n2)CC1`?
RAD52 anneal inh: -11; Casp6 inh: 2; F508del corr: 1.0; GSIS activator: -2; XiGFP reactiv: -0.4; DENV2 CPE: -1

Results for Cc1nc2ccccc2n1CC(O)Cn1c2ccccc2c2ccccc21 (centres undefined) ?
RAD52 anneal inh: -1; Casp6 inh: -6; F508del corr: 1.6; RAD54 inh: -4; GSIS activator: -7; DENV2 CPE: -9

How did COC(=O)[C@H]1[C@H](CO)[C@H]2Cn3c(ccc(-c4cncnc4)c3=O)[C@H]2N1C(=O)C1CCC1 do in these assays?
RAD52 anneal inh: 17; Casp6 inh: 0; F508del corr: -1.4; RAD54 inh: -10; E-sel inducer: 0.6; GSIS activator: -2; XiGFP reactiv: 0.0; DENV2 CPE: -3
